RORgamma inh: inhibitors of mouse ROR gamma transcriptional activity; P51450; Drosophila S2 Gal4-RORgamma UAS-luciferase reporter, 20 h; Potency, µM (titrated, usually from 53.6 µM), inactives show at the top dose activity change, negative = inhibition, usual class: inhibitors; hit rate 5.4% among 310,000; AID 2551; also: % is scaled to controls: 0 for no effect and ±100 for the full control effect; nearly all actives have a fitted effect of over 60% in size
Target sequence (P51450 whole entry, looked up, the tested form may be a part): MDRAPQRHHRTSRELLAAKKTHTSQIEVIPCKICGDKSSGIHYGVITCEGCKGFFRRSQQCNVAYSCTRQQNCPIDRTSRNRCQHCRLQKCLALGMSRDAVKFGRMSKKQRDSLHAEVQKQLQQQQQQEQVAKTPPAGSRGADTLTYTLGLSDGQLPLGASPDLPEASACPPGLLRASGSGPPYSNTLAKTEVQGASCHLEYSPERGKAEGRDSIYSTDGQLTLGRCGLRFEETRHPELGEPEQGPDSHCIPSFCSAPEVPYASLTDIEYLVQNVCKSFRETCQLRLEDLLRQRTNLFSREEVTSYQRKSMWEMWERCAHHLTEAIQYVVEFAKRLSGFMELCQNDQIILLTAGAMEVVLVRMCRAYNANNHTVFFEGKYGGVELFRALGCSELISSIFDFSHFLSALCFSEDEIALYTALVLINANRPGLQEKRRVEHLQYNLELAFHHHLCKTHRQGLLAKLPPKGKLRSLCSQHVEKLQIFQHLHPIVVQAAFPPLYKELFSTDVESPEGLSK
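In this cell-based reporter format, copper sulfate (700 uM final) drives Gal4–ROR gamma fusion expression from a metallothionein promoter in Drosophila Schneider cells; compounds preincubated 1 hr, reporter read after 20 hr at ambient temperature.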
MBNL1-CUG inh: MBNL1-poly(CUG) RNA binding inhibition. hit rate 0.036% among 280,000. AID 2675. Potency, µM (series often up to 57.5 µM), without a hit: at the highest dose activity change, negative = inhibition, actives largely listed as inhibitors. TR-FRET MBNL1-His/biotin-(CUG)12 binding, 665/545 ratio; active = well fitted inhibition curve with a large enough effect in the signal ratio, with a control signal flat, not every such curve was filed as active; inconclusive = small, poorly fitted or top-dose-only effect, or effect the other way, or a change in a side signal; inactive = no such curve, though single readings can be large or run the other way; the % refers to the signal ratio; also: % is scaled to controls: 0 for no effect and ±100 for the full control effect
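Compound titration spanned 92 nM–58 uM against the MBNL1-His/biotin-(CUG)12 complex. After 60 min at room temperature with 5 nM streptavidin-XL665 and 0.055 ng/ul terbium anti-His, ratiometric 665/545 nm emission (Ex 340 nm) normalized to controls.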
NPC1 promoter act: activates the NPC1 promoter. Huh7 NPC1 promoter luciferase reporter, 24 h. Potency, µM (highest dose often 9.22 µM), for the others: top-dose activation, usual class: activators. hit rate 2.4% among 320,000. AID 485313;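 also: % of control where 0% means no effect; nearly all actives have a fitted effect of over 60% in size; reporter is driven by a mutant NPC1 promoter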
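Compounds in DMSO were transferred onto Huh7 NPC1-luciferase reporter cells pre-incubated 2 h; after 24 h at 37 °C, Amplite reagent was dispensed and luminescence recorded 10 min later.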
BRCA1 expr act: increases BRCA1 expression. AID 624202. hit rate 1.1% among 380,000. MCF7-BRCA1-FFLuc reporter, luminescence, 48 h; response scale: scaled: vehicle 0%, 10 µM genistein 100%. Potency, µM (series often up to 46.1 µM), without a hit: at the highest dose activation, most hits filed as activators; also: nearly all actives have a fitted effect of over 80% in size; some results filed as inactive show a strong effect at the top dose
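Quantitative HTS in MCF7 cells stably reporting BRCA1 expression via firefly luciferase. Compound treatment lasts 48 h at 37 °C in phenol-red free MEM. Activation is expressed relative to genistein at 10 microM and DMSO.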
FLuc modulator: inhibits or activates purified firefly luciferase, miR-21 counter-screen. hit rate 6.9% among 360,000. purified FLuc, Km substrates, luminescence inhibition. Potency, µM (top dose mostly 57.5 µM), for the others: at the top dose activity change, negative = inhibition, most hits filed as inhibitors;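 also: plate controls were vehicle for no effect and reference inhibitor for full effect; nearly all actives have a fitted effect of over 55% in size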
Target sequence (P08659 whole entry, looked up): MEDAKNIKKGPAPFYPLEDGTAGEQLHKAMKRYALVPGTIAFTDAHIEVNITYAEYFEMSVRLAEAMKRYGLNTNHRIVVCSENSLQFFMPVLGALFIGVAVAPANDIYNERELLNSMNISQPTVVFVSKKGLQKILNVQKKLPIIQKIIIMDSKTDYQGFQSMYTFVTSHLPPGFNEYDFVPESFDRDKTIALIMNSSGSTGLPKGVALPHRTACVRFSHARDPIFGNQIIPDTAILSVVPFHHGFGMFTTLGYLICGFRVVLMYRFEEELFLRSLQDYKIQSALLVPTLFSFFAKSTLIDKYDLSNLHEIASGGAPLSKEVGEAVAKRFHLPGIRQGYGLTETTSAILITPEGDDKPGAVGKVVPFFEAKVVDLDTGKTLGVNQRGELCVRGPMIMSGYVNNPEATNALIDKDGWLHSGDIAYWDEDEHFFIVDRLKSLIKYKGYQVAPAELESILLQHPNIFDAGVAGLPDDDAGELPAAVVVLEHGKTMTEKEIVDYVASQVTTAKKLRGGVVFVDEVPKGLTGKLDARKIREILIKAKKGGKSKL
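Purified P. pyralis luciferase (10nM final) with 10uM D-luciferin and 10uM ATP (Km levels) in 50mM Tris acetate pH 7.5, 10mM Mg acetate, 0.01% Tween-20, 0.05% BSA; qHTS 6-point titration, ~60 µM downward; luminescence read.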
Rab9 prom act: Rab9 promoter activation; Huh7 Rab9 promoter-luciferase reporter, luminescence, 24 h; Potency, µM (doses to about 9.22 µM), inactives show top-dose activation, negative = inhibition, actives largely listed as activators; hit rate 2.8% among 320,000; AID 485297; also: % of control where 0% means no effect; nearly all actives have a fitted effect of over 60% in size
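Promoter activation is measured as luciferase luminescence in Huh7 cells stably transfected with a Rab9 promoter–luciferase construct, following 24 h compound exposure at 37 °C and 10 min reagent incubation at ambient temperature.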
VP16 counter: counter-screen for ROR gamma inhibitors: Gal4-VP16 reporter. Drosophila S2 Gal4-VP16 UAS-luciferase, luminescence, 20 h. Potency, µM (highest dose often 53.6 µM), inactives show top-dose activity, negative = inhibition, most hits filed as inhibitors. hit rate 3.5% among 310,000;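 also: Gal4-VP16 expression switched on by copper sulfate through the metallothionein promoter; % is scaled to controls: 0 for no effect and ±100 for the full control effect; nearly all actives have a fitted effect of over 50% in size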
uPA generation: cell surface uPA generation inhibition. cell surface uPA generation assay, qHTS. Potency, µM (doses to about 38.3 µM), for the others: at the highest dose activity change, negative = inhibition, hits mostly inhibitors. hit rate 0.31% among 330,000. AID 540303; active = well fitted inhibition curve with a large enough effect; inconclusive = small, poorly fitted or top-dose-only effect; inactive = no such curve, though single readings can be large or run the other way; tested in mouse RAW 264.7 cells; also: % is scaled to controls: 0 for no effect and ±100 for the full control effect; nearly all actives have a fitted effect of over 55% in size
ELG1 genotoxic: inducers of genotoxicity in HEK293T ELG1-luciferase cells; Potency, µM (series often up to 46 µM), for the others: top-dose activity change, positive = activation, actives largely listed as activators; HEK293T ELG1-luciferase reporter, luminescence, 16 h; hit rate 1.3% among 330,000; AID 504466; also: % of control where 0% means no effect; nearly all actives have a fitted effect of over 60% in size
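Step 1: seed 2,000 HEK293T ELG1-luciferase cells per well. Step 2: add compound or DMSO, incubate 16 hr at 37 °C. Step 3: ONE-Glo, 30 min at room temperature, read luminescence.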
p53 reactivator: re-activators of mutant p53; H1299 p53-A138V BP100-luciferase reporter, luminescence, 24 h; Potency, µM (top dose mostly 92.2 µM), without a hit: at the highest dose activity change, positive = activation, most hits filed as activators; hit rate 0.063% among 320,000; also: % of control where 0% means no effect; nearly all actives have a fitted effect of over 45% in size
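p53-null H1299 cells stably carrying temperature-sensitive p53-A138V and a BP100-luciferase reporter were pinned with compounds (4-point, 1:5 series) and held 24 hrs at 37 deg C. Luminescence was read 10 min after detection reagent.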
* marks the source's active call; other numbers are inactive results; ? = inconclusive; . = not tested or not shown; & = joins results of further samples; [ ] = remark or other dose. Unless noted, calls follow the shape of the dose curve; as a rule, active = well fitted curve in the direction sought with a large enough effect; inconclusive = small, poorly fitted or top-dose-only effect, or another doubt; inactive = no such curve, though single readings can be large; an effect the other way counts as inactive or inconclusive. Potency is read from the fitted curve at half-maximal effect.

SMILES | RORgamma inh | MBNL1-CUG inh | NPC1 promoter act | BRCA1 expr act | FLuc modulator | Rab9 prom act | VP16 counter | uPA generation | ELG1 genotoxic | p53 reactivator
CN1CC(=O)N(CC(=O)NC2CCCCC2)C1=O | . | . | . | -7% | . | . | . | 2% | -2% | 4%
CCCNc1c(NC(=O)COc2ccc(Cl)cc2)c(=O)oc2ccccc12 | 9% | -5% | 1% | -21% | 0% | 1% | -5% | -14% | 0% | -6%
COC(=O)c1ccc2c(=O)n(CCCCCC(=O)O)c(=S)[nH]c2c1 | 7.1µM* | 7% | -2% | -49% | ? | -4% | 14µM* | 4% | 2% | -10%
CNC(=O)c1ccc(-c2nc(-c3ccccc3)cs2)cc1 | 29% | ? | ? | 2.5µM* | 9.5µM* | 4µM* | -4% | 4% | ? | -8%
O=C(CN1CCN(S(=O)(=O)c2ccccc2)CC1)Nc1ccnn1C1CCCC1 | . | . | 0% | -2% | . | 0% | . | 6% | 1% | 7%
Cc1cccc(Nc2nnc(SCC(=O)NC3CCCc4ccccc43)s2)c1C (stereo not drawn) | 7% | . | -1% | -71% | ? | 0% | -11% | -7% | -7% | 0%
COC(=O)CSc1nsc(SCC(=O)OC)n1 | 4% | 12% | -1% | 16% | 0% | -6% | -1% | -2% | 2% | -7%
O=C1c2ccccc2NC(c2ccc([N+](=O)[O-])cc2)N1O (stereo not drawn) | 11µM* | ? | -5% | -59% | -2% | -17% | 3% | -9% | -7% | -1%
Clc1ccc2c(c1)C1=C(C(c3ccncc3)O2)C(c2ccc(Br)cc2)n2ncnc2N1 (stereo not drawn) | -44% | 0% | -8% | -76% | -1% | 3% | -17% | . | -8% | -14%
O=C(CN1CCN(C(=O)C2CC2)CC1)Nc1cc(C(F)(F)F)cc(C(F)(F)F)c1 | . | . | -3% | -13% | -16% | -6% | . | 4% | -1% | -11%
CCOC(=O)N/N=C\c1ccc([N+](=O)[O-])s1 | -14% | ? | 3% | -89% | -9% | 19% | 3% | -9% | -15% | 15%
CCn1cc(C(=O)NCc2cccnc2)c(=O)c2cc(F)c(N3CCN(C(=O)c4ccco4)CC3)cc21 | 10% | -3% | 1% | -51% | 0% | 0% | -19% | -10% | -13% | 0%
CN(C)/C=C/C(=O)c1cnc2sccn2c1=O | 10% | ? | -4% | -21% | -3% | -8% | -10% | 3% | -2% | 8%
C/C(=N\OCc1nc2ccccc2c(=O)n1/N=C/c1cc(C)cc([N+](=O)[O-])c1O)c1ccccc1 | 7% | 9% | 13% | 10% | 27µM* | -5% | -4% | -2% | ? | ?
Oc1ccc(Cl)cc1C=Nc1ccc(Br)cc1 | -10% | -6% | -4% | -18% | ? | -1% | -6% | -4% | 4% | -3%
Cc1ccccc1-n1cc(CNC(=O)C2CCC(=O)N(C3CC3)C2)cn1 (stereo not drawn) | 1% | -9% | -1% | -3% | 1% | 0% | -3% | 5% | -8% | -2%
CN1CCCN(Cc2ccc(Cl)cc2Cl)CC1 | ? | -3% | 0% | -25% | 7% | 1% | 10% | -9% | 0% | 2%
CCCn1nc(C(=O)Nc2nnc(CC)s2)c2ccccc2c1=O | 1% | 4% | -4% | 7% | -4% | 0% | -5%[10 µM] | -8% | -5% | 0%
Cc1ccc(NC(=S)NCCN2CCOCC2)cc1C | 11µM* | 2% | ? | 15% | 3% | 27% | -6% | . | 6% | 7%
CCOC(=O)CC[C@H](NC(=O)Cn1cnc2c(NCc3ccccc3)ncnc21)C(=O)OCC | . | . | . | 15% | . | . | . | 5% | 1% | -10%
Cc1ccc(C(=O)CN(CCCC(N)=O)C(=O)c2ccncc2)cc1 | . | . | 6% | 4% | 4% | -8% | . | 20% | 2% | 5%
C[n+]1cn(/N=C/c2ccccc2)c2ccccc21 | -9% | -19%[11.5 µM] | 6% | -41% | -11% | 16% | -24% | 1% | -2% | -15%
O=C(NCc1ccco1)c1cc(-c2ccco2)on1 | 35% | -3% | ? | 85% | ? | ? | -29% | . | ? | ?
CCC(=O)N(CCC(Cc1ccccc1)c1ccco1)Cc1ccco1 (stereo not drawn) | 12% | 12% | -4% | -20% | -12% | 2% | 4% | -3% | -5% | 0%
COc1cccc2c(=O)ccoc12 | 15% | -5% | 0% | -23% | -1% | 2% | -21% | -9% | 1% | -4%
COc1ccc(NC(=O)c2c(OC)cccc2OC)c(OC)c1 | 1% | 4% | 0% | -19% | 2% | 1% | -3% | . | -8% | -3%
CCN1CCCC1CNC(=O)C1CCCN(S(=O)(=O)c2cccc3nsnc23)C1 (stereo not drawn) | 4% | ? | 1% | 22% | 0% | 0% | 1% | 0% | 0% | -42%[inhibitor]
COc1cccc(-c2cc(C(=O)N3CCN(c4ccc(F)cc4)CC3)no2)c1 | 8% | 1% | 0% | 5% | -16%&2% | ? | 3% | -1% | 13% | 2%
Cc1cccc(-n2nnnc2-c2cnccc2C(F)(F)F)c1C | 41% | -8% | -3% | -13% | 3% | -5% | 7% | 2% | -5% | 2%
COC(=O)c1cnn(-c2ccccc2)c1/C=N/NC(=S)Nc1ccc(Cl)cc1 | 0.45µM* | 10% | -2% | -9% | 1% | -11% | 2µM* | -8% | 3% | 0%

Compound profiles (already shown). Order of screens: RORgamma inh | MBNL1-CUG inh | NPC1 promoter act | BRCA1 expr act | FLuc modulator | Rab9 prom act | VP16 counter | uPA generation | ELG1 genotoxic | p53 reactivator
Shown for COc1ccc(NC(=O)c2c(OC)cccc2OC)c(OC)c1 = 1% | 4% | 0% | -19% | 2% | 1% | -3% | . | -8% | -3%
Shown for CCC(=O)N(CCC(Cc1ccccc1)c1ccco1)Cc1ccco1 (stereo not drawn) = 12% | 12% | -4% | -20% | -12% | 2% | 4% | -3% | -5% | 0%

Remaining list, next part.
SMILES | RORgamma inh | MBNL1-CUG inh | NPC1 promoter act | BRCA1 expr act | FLuc modulator | Rab9 prom act | VP16 counter | uPA generation | ELG1 genotoxic | p53 reactivator
CCOC(=O)C1=CNS(=O)(=O)NC1c1ccc(C#N)cc1 (stereo not drawn) | . | . | . | -4% | . | . | . | 6% | -4% | -8%
O=C(CCSc1nnc(-c2ccc(O)cc2)o1)N1CCOCC1 | 8% | -24% | -3% | 29% | ? | 1% | -3% | 0% | -2% | 14%
COc1cc2c(cc1OC)C(C)N(CCN1C(=O)c3ccccc3C1=O)CC2 (stereo not drawn) | 23% | -3% | -1% | 0% | -2% | 0% | 5% | ? | 1% | -2%
C=CCOc1nc(-c2ccccc2Cl)nc2ccccc12 | 17% | 4% | 0% | -18% | 5% | 6% | 1% | -7% | -2% | -4%
OCC1(Cc2ccccc2)CCCN(C2CCCC2)C1 (stereo not drawn) | -10% | -11% | 0% | -9% | 0% | -6% | -5% | 1% | -2% | -1%
COc1ccc(Nc2nc(N3CCOCC3)nc(N3CCOCC3)n2)cc1Cl | ? | 9% | -6% | -42% | -1% | 0% | -20% | 9% | -1% | -12%
Cc1ccc(S(=O)(=O)/N=C(/Nc2ccc3[nH]c(=O)[nH]c3c2)c2ccccc2)cc1 | 40% | 2% | 0% | -5% | -2% | -3% | -22% | 1% | 3% | -1%
CC1CCCN(S(=O)(=O)c2ccc(NC(=O)CN3C(=O)NC(C)(c4ccccc4)C3=O)cc2)C1 (stereo not drawn) | . | . | 0% | -32% | 2% | 1% | . | -2% | 1% | 1%
O=c1cc2c(nn1Cc1ccc(Cl)cc1Cl)-c1ccccc1CC2 | 13% | 6% | 1% | -47% | -1% | -4% | -23% | 0% | -2% | 2%
O=[N+]([O-])c1ccc(-c2nnc(S)n2-c2ccccc2)cc1 | 35%[1.91 µM] | 30% | 5% | . | ? | 1% | ? | . | ? | ?
CC(=O)Nc1ccc(C(=O)OCCC(C)C)cc1 | ? | -3% | 8% | 86% | ? | 30% | 12% | 3% | ? | 13%
COC(=O)c1cc2ccsc2n1Cc1cc(=O)n2ccccc2n1 | 23% | ? | 14% | 60% | -16% | 7% | 6% | -19% | 5% | 11%
Brc1ccc(-c2nc3ncccn3c2Nc2ccc3c(c2)OCCO3)o1 | -8% | ? | -2% | -9% | ? | 0% | -7% | 0% | -1% | 1%
CCOc1ccc(NC(=S)N2CCC(N(C)CCN3CCOCC3)CC2)cc1 | -14% | . | 0% | -17% | 2% | -2% | 3% | 2% | 2% | 6%
N#Cc1c(-c2ccccc2)cc(-c2ccccc2)nc1SCc1nnc(-c2ccccc2)o1 | 11% | -18% | -5% | 4% | 0% | 3% | 5% | 0% | 2% | 2%
COc1cc2sc(C)nc2cc1C | 0% | 2% | 5% | 5% | -3% | 0% | -5% | 5% | 4% | 2%
O=C(C1CCC(=O)N1Cc1ccccc1Cl)N1CCN(c2ccc(F)cc2)CC1 (stereo not drawn) | 3% | -4% | 1% | -4% | 4% | 0% | -4% | 0% | 1% | 1%
CCOC(=O)c1c(NC(=O)CSc2nnc3c(n2)[nH]c2ccc(F)cc23)sc(C(C)=O)c1C | -13% | 10% | -2% | -1% | 0% | 3% | -2% | -4% | -1% | 7%
O=C(Nc1cccc(-c2nnc(-c3ccco3)o2)c1)C(c1ccccc1)c1ccccc1 | 14% | -2% | -2% | -35% | -2% | -3% | -14% | 11% | -12% | 4%
O=[N+]([O-])c1ccc2c(c1)nc1n2CCN(CC2CCCO2)C1 (stereo not drawn) | 4% | ? | 11% | 69% | ? | 15% | -9% | -7% | 12% | 18%

From PubChem
